TRPML3 ag = human TRPML3 channel agonists, primary screen, cell-based, HEK293 TRPML3-YFP, Fluo-8 calcium fluorescence, 3 µM; Mucolipin-3 (Homo sapiens), Q8TDD5; 100% = the carbachol control signal; activation, % at 3 µM; 220,000 compounds, 0.29% hits;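 active means activation above its plate's cutoff, the mean activation of the plate's test wells plus 3 SD, cut at about 12% in these data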;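 further: 0% = DMSO only wells and 100% = carbachol wells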
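Test system – HEK293 line with stable expression of human TRPML3-YFP channel · Control set – carbachol 87 µM final as high control (100%), DMSO as low control (0%) · Signal – Fluo-8 calcium dye fluorescence, ex 470-495, em 515-575 nm · Incubation – 1-h 37 °C dye load, 5-s basal, 120-s post-compound reads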
Ba/F3 V617F tox = reduced viability of JAK2V617F-dependent Ba/F3 cells, primary screen, JAK2V617F inhibitor project, cell-based, Ba/F3 EpoR-JAK2V617F, luminescence; 220,000 compounds, 1.1% hits; inhibition, % at 5.6 µM; ATP luminescence;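 active means inhibition above the campaign mean plus 3 SD over all tested compounds, cut at about 24% in these data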;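 further: cytokine-independent growth of Ba/F3 cells driven by EpoR plus mutant JAK2; 0% = DMSO-treated cells and 100% = JAK inhibitor I control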
m-calpain inh = inhibitors of pig calpain II, primary screen, biochemical, fluorogenic peptide substrate, 1536-well. 220,000 compounds, 0.37% hits. inhibition, % at 16 µM. purified calpain II, 30 min. AID 1236, 2008;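 active means inhibition above about 50%, limit read from the data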
EP2 modulator = EP2 receptor modulators, cAMP readout, primary screen, cell-based, HTRF cAMP, PGE2 stimulation. AID 940, 2007. induction, % at 25 µM. 260,000 compounds, 0.83% hits. EP2-expressing cells, cAMP HTRF FRET, PGE2 co-stimulation;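 active means compounds whose cAMP rise, as percent of the full-agonist control response, exceeds 60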;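 further: rat C6 glioma line stably carrying human EP2 under a CMV promoter; the protocol text gives 20 µM as final concentration; 100% = response of wells given 1 µM PGE2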
Target sequence (P43116 whole entry, looked up): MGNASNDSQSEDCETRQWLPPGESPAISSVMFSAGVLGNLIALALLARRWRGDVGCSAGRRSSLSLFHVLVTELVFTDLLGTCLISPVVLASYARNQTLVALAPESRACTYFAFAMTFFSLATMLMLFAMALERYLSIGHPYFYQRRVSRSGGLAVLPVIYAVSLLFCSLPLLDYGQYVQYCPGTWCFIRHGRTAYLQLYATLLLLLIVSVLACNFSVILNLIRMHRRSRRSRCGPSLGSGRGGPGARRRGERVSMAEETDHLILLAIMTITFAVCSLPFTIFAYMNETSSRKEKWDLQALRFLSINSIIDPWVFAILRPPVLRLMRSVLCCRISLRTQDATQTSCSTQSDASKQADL
BaF3 parental = parental Ba/F3 cell viability inhibition, counter-screen for JAK2V617F inhibitor project, murine pro-B, CellTiter-Glo luminescence; CellTiter-Glo ATP luminescence; inhibition, % at 5.6 µM; 220,000 compounds, 1.1% hits; AID 1486, 2009;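 active means inhibition above a per-campaign cutoff, the mean inhibition of all tested compounds plus 3 SD, cut at about 27% in these data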;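 further: 0% = DMSO wells and 100% = JAK Inhibitor I control wells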
zfTRPN1 agonist = zebrafish TRPN1 channel agonists, primary screen, cell-based, HEK293, calcium fluorescence; transient receptor potential cation channel N1 (TRPN1/NompC), Danio rerio; HEK293 zebrafish TRPN1-YFP, Fluo-8 calcium fluorescence; 100% = response to 87 µM carbachol; activation, % at 3 µM; 220,000 compounds, 0.18% hits;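 active means activation above its plate's cutoff, the mean activation of test wells on that plate plus 3 SD, cut at about 19% in these data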;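 further: 0% = DMSO alone and 100% = 87 µM carbachol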
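Assay system: Zebrafish TRPN1-YFP in HEK293 cells | Incubation: Dye loading 1 h at 37 °C, then 30 min room temperature | Measured by: Kinetic Fluo-8 fluorescence, ex 470-495, em 515-575 nm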
S1P4 ag = S1P4 receptor agonists, primary screen, cell-based. S1P4-expressing cell line, agonist reporter assay. Sphingosine 1-phosphate receptor 4 (Homo sapiens), O95977. activation, % at 4.98 µM. 220,000 compounds, 0.35% hits. AID 1509, 2009; in the data active means activation above about 11%;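 further: 0% = DMSO vehicle and 100% = reference agonist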
Target sequence (O95977 whole entry, looked up): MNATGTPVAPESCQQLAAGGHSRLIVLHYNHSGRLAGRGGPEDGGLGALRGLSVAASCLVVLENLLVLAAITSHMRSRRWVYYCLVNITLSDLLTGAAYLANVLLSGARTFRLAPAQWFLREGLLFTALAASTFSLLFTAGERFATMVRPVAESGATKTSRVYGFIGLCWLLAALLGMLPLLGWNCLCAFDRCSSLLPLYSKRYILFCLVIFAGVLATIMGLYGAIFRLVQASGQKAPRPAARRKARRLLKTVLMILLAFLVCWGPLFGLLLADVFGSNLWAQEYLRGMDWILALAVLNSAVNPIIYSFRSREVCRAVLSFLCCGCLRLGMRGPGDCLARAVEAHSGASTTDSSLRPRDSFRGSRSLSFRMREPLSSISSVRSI
PERK inh = block of dimerizer-induced PERK translation repression, primary screen, PERK inhibitor project, CHO PERK-DD cells, SEAP luminescence, HTS. 220,000 compounds, 0.17% hits. inhibition, % at 5.6 µM. CHO PERK-DD fusion, SEAP luminescence translation reporter. Eukaryotic translation initiation factor 2-alpha kinase 3 (Homo sapiens), Q9NZJ5;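 active means inhibition above the mean inhibition of all tested compounds plus 3 SD, set separately per screening campaign, cut at about 2.9% in these data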;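 further: PERK kinase domain activated by AP20187 dimerizer at 100 nM; 0% = DMSO with dimerizer and 100% = rapamycin at 8.4 µM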
S1P4 antagonist = S1P4 receptor antagonists, primary screen, cell-based | Sphingosine 1-phosphate receptor 4 (Homo sapiens), O95977 | S1P4-expressing cells, antagonist mode, reporter read-out | inhibition, % at 4.98 µM | 220,000 compounds, 0.26% hits; in the data active means inhibition above about 29%;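 further: 0% = wells stimulated with agonist and 100% = vehicle wells without agonist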
* hit, by the source's call; . = no result given; & = joins results of further samples.

SMILES	TRPML3 ag	Ba/F3 V617F tox	m-calpain inh	EP2 modulator	BaF3 parental	zfTRPN1 agonist	S1P4 ag	PERK inh	S1P4 antagonist
CCCCNc1c(N)n(CCC)c(=O)[nH]c1=O	0.6	0.4	-25.3	12.1	5.2	-0.5	-0.3	0.7	-7.1
Cc1[nH]n(C(N)=S)c(=O)c1N=Nc1ccc2ccccc2c1	0.6	1.8	7.6	5.2	5.6	1.4	1.2	0.3	3.4
CCS(=O)(=O)c1ccc2c(c1)N(S(C)(=O)=O)CC(C(=O)NCCOC)O2 (configuration not stated)	0.7	-3.3	-12.0	24.0	1.0	0.3	1.3	0.8	-16.7
COC(=O)CSc1cc(C)nc(SC)n1	1.0	-0.7	-15.6	26.8	1.7	0.1	1.2	0.1	0.2
CCN1CCN(CC(O)COc2cccc(OC)c2)CC1 (configuration not stated)	1.3	-2.8	-44.2	-0.1	-0.3	0.9	-0.4	-0.3	-4.9
O=C(Nc1ccc2snnc2c1)N1CCCCC1	-0.1	0.2	-23.3	10.0	3.6	2.1	-0.4	0.8	-6.8
COc1cc(C2CC(=O)c3cnc(N)nc3C2)cc(OC)c1OC (configuration not stated)	0.7	-0.8	-14.6	2.8	4.5	0.8	0.5	-0.1	-10.9
O=C(Cn1nc(-c2cccc(Cl)c2)ccc1=O)Nc1cccnc1	0.8	-3.1	14.8	-25.3	-0.4	-0.3	0.5	1.1	-13.7
Cc1ccc(C(=O)NCC(=O)Nc2cccc(S(=O)(=O)NC3=NCCCCC3)c2)cc1C	0.3	2.5	8.7	6.3	6.0	-0.6	1.5	-0.2	-10.8
O=C(NCc1ccco1)c1ccc(-c2csnn2)cc1	1.2	-4.6	14.7	-8.2	2.2	0.1	0.4	2.0	5.0
COCCNC(=S)N(CCc1c(C)[nH]c2ccccc12)Cc1ccco1	0.3	1.9	29.4	-34.9	3.4	0.0	0.1	-0.7	-6.1
COc1cc2c(C)nc3c(cnn3-c3ccccc3)c2cc1OC	0.2	0.1	-109.8	-27.3	7.2	-1.8	-0.3	1.3	2.7
CCn1c2ccccc2c2cc(NC(=O)C(=O)N3CCOCC3)ccc21	0.3	-2.7	-67.0	-29.0	1.5	-0.6	0.7	0.3	-7.0
COc1cccc(-c2cc(C(F)(F)F)n3nc(C(=O)N4CCCCC4c4cccnc4)cc3n2)c1 (configuration not stated)	0.6	-3.3	-36.5	17.4	1.7	0.0	2.4	0.2	-8.0
CCOC(=O)Cc1nn(Cc2ccc(Cl)cc2)c(=O)c2ccccc12	0.4	2.5	1.2	21.0	5.4	0.1	-0.9	-1.1	-8.1
COc1ccc(N2CCc3c(C)nc4c(OC)cc(OC)cc4c32)c(OC)c1	0.5	48.0*	-41.0	-46.6	6.9	-0.1	-1.2	0.3	1.7
Cc1c(Cl)c([N+](=O)[O-])nn1CCCC(=O)Nc1sc2c(c1C(N)=O)CCC(C)C2 (configuration not stated)	0.0	4.0	10.8	-1.1	6.8	0.3	0.6	0.2	-1.4
Cc1ccc(C(C(=O)NC2CCCCC2)N(C(=O)CCCC(=O)Nc2ccccn2)c2ccc3c(c2)OCCO3)cc1 (configuration not stated)	0.4	-1.9	-162.7	29.5	3.0	-0.5	-0.2	-0.1	-14.6
O=C(NCc1ccccc1)c1nc2ccccc2s1	-1.1	0.4	16.5	-39.0	2.5	-2.7	2.0	0.3	-2.4
CC1Oc2ccccc2N(CC(=O)Nc2ccc3c(c2)OCCO3)C1=O (configuration not stated)	-0.6	2.2	-14.7	9.0	4.9	0.3	1.5	-0.1	-13.9
Cc1ccc(C(=O)N2CCCC(c3nc4c(nnn4Cc4ccccc4)c(=O)[nH]3)C2)cc1 (configuration not stated)	-0.4	3.9	-27.7	24.4	8.4	-1.2	-0.7	0.0	-0.8
Cc1ccc(O)c(NC(=S)NC(=O)c2ccc(-c3ccc(Cl)cc3)o2)c1	1.1	-1.4	.	.	-1.2	-0.1	0.7	0.4	-17.2
CCOC(=O)C1CCCN(C(=O)CCc2ccccc2)C1 (configuration not stated)	0.1	-1.8	-17.3	9.8	4.9	1.0	-0.6	1.1	-8.8
N#CCC(=O)N/N=C/c1cc(-c2ccccc2)n(-c2ccc(Cl)cc2)c1-c1ccccc1	1.6	-0.5	-64.5	6.0	2.6	1.1	1.1	1.0	-8.8
O=C(NCCOc1ccccc1)C1CCCN1C(=O)c1cccs1 (configuration not stated)	0.1	-4.4	3.7	15.5	-1.0	-0.1	-0.8	-0.1	8.8
Cc1cc2c(N)cccc2nn1	-0.2	2.6	26.0	6.3	4.2	-0.6	-1.5	0.7	-12.7
CCOC(=O)c1c(C)[nH]c(C(=O)CSc2nnnn2-c2ccccc2)c1C	0.2	1.1	-3.9	-7.0	5.5	-1.0	0.0	0.4	-23.0
CCOc1cc(NC(=O)c2cnccn2)c(OCC)cc1NC(=O)c1cccc(F)c1	0.3	-5.2	15.5	3.2	0.3	-0.6	2.8	0.5	-8.3
CCOC(=O)N1CCN(S(=O)(=O)c2ccc(F)c(C(=O)Nc3ccc(C(C)C)cc3)c2)CC1	0.1	-2.3	-25.4	30.9	-1.0	1.0	2.4	-1.0	0.5
O=C(NCCCn1ccnc1)c1ccc(Cl)cc1[N+](=O)[O-]	0.5	-1.1	-16.8	4.3	18.1	-0.3	2.1	0.4	8.8
O=S(=O)(NC1c2cccc3cccc(c23)C1Sc1ncccn1)c1ccc(Cl)cc1 (configuration not stated)	1.1	-2.1	-13.6	26.0	3.8	0.6	1.5	-0.1	-1.4
CC(C)OC(=O)c1c(NC(=O)c2ccco2)sc2c1CCCC2	0.6	-2.2	-251.9	41.9	-0.7	-0.3	-2.5	0.5	-5.1
CCc1ccccc1NC(=S)N(Cc1ccc(OC)cc1)CC1CCC(C(=O)O)CC1 (configuration not stated)	0.9	-0.9	19.4	10.0	2.6	0.3	1.2	1.9	5.5
COc1ccc(CN(C(=O)c2cnccn2)C(C(=O)Nc2ccc(F)cc2)c2ccccc2)cc1 (configuration not stated)	1.7	-0.2	-12.2	-11.3	4.0	2.8	0.0	-1.3	14.2
O=C(c1ccc(-c2cc(Cl)ccc2Cl)o1)N1CCOCC1	-0.3	0.4	7.8	-23.8&-1.3	15.2	-0.3	-0.5	0.7	-6.7
CC1CCN(S(=O)(=O)c2ccc(C(=O)NCc3ccco3)cc2)CC1	0.9	0.8	-13.4	-1.8	2.1	1.0	-0.7	1.0	-6.9
CC(=O)CC(C)(C)NC(C)=S	0.8	-3.8	-19.9	22.2	-1.6	2.4	1.1	0.8	1.2
O=C(COC(=O)c1cncc(Br)c1)NCc1ccc(Cl)cc1	0.4	0.2	4.2	-41.9	4.0	-1.4	0.1	0.1	4.7
C#Cc1ccc([C@H]2C=C(C(=O)OCC=C)O[C@@H](OCC)[C@@H]2CCCO)cc1	0.5	2.0	-5.5	4.2	-5.2	0.8	-0.4	1.6	4.4
NC(N)=NS(=O)(=O)c1ccc(NC(=S)NC(=O)/C=C/c2ccco2)cc1	0.3	4.6	-1.0	-24.1	6.5	1.4	-2.2	0.9	-4.9
Cc1ccc(Oc2ccc(C(F)(F)F)cc2[N+](=O)[O-])c([N+](=O)[O-])n1	0.1	1.6	-0.4	-54.7	-1.1	0.7	1.2	0.3	-17.0
COc1cccc2cc(C(=O)N3CCN(c4ccccc4F)CC3)c(=O)oc12	0.5	-2.9	-47.1	2.5&-12.8	0.9	1.0	1.2	-0.7	-9.3
CC1CN(S(=O)(=O)c2cccc(C(=O)NCc3ccc4c(c3)OCO4)c2)CC(C)O1 (configuration not stated)	1.1	-0.1	16.6	3.7	4.5	3.1	1.0	-0.7	7.2
CCOC(=O)CC1CCCCN1Cc1cn(C)nc1-c1ccc2c(c1)OCCO2 (configuration not stated)	0.7	-2.9	-3.8	7.0	-0.1	0.1	0.2	0.9	-1.9
CCOC(=O)C1=C(C)OC(N)=C(C#N)C1c1c(C)nn(-c2ccc(C)cc2)c1Cl (configuration not stated)	0.4	-2.4	-23.7	36.4	1.4	-1.7	2.1	-0.8	3.2
COC(=O)C1C(c2ccccc2)C=CC(c2ccccc2)C1C(=O)O (configuration not stated)	-0.4	-2.0	-0.7	10.9	-1.6	1.4	-2.5	0.5	6.3
CC(C)N(C(=O)Cn1cc(S(=O)(=O)CC(=O)NC2CCCCC2)c2ccccc21)C(C)C	0.2	7.0	6.5	1.9	12.3	0.9	1.8	1.1	-8.3
CC1=C(C(=O)N2CCOCC2)C(c2cccs2)NC(=O)N1 (configuration not stated)	0.9	-0.7	-0.7	-2.2	1.9	1.0	1.5	1.1	-12.0

Another view of part of the listing above:
NC(N)=NS(=O)(=O)c1ccc(NC(=S)NC(=O)/C=C/c2ccco2)cc1
- TRPML3 ag: 0.3
- Ba/F3 V617F tox: 4.6
- m-calpain inh: -1.0
- EP2 modulator: -24.1
- BaF3 parental: 6.5
- zfTRPN1 agonist: 1.4
- S1P4 ag: -2.2
- PERK inh: 0.9
- S1P4 antagonist: -4.9

Cc1ccc(Oc2ccc(C(F)(F)F)cc2[N+](=O)[O-])c([N+](=O)[O-])n1
- TRPML3 ag: 0.1
- Ba/F3 V617F tox: 1.6
- m-calpain inh: -0.4
- EP2 modulator: -54.7
- BaF3 parental: -1.1
- zfTRPN1 agonist: 0.7
- S1P4 ag: 1.2
- PERK inh: 0.3
- S1P4 antagonist: -17.0

Carrying on.
SMILES	TRPML3 ag	Ba/F3 V617F tox	m-calpain inh	EP2 modulator	BaF3 parental	zfTRPN1 agonist	S1P4 ag	PERK inh	S1P4 antagonist
Cc1nn(CC(O)Cn2c3c(c4ccccc42)CCN(C)C3=O)c(C)c1Br (configuration not stated)	-0.4	-1.7	-32.4	13.9	3.7	0.0	1.1	-1.2	-3.5
CNC(=S)NNC(=O)c1sccc1OCc1cccc(C(F)(F)F)c1	-0.5	-0.8	34.9	9.3	3.7	0.1	0.2	0.8	-15.3
O=c1[nH]c2cc3c(cc2cc1CN(Cc1ccco1)C(=S)NCCCN1CCOCC1)OCCO3	0.1	-2.3	-116.2	20.7	3.7	1.6	0.6	0.7	-12.1
Cc1ccc(NC(=O)CN(C)C(=O)/C=C/c2cccs2)cc1	0.1	-3.7	18.0	-23.6	1.9	-0.7	-1.1	0.5	-11.9
C/C=C/c1ccc(OCCCCN2CCN(CC)CC2)c(OC)c1	0.9	4.1	8.7	9.7	5.5	-1.8	-0.8	0.3	-0.4

Filtered by structure: the entries above with a COOH group
SMILES	TRPML3 ag	Ba/F3 V617F tox	m-calpain inh	EP2 modulator	BaF3 parental	zfTRPN1 agonist	S1P4 ag	PERK inh	S1P4 antagonist
CCc1ccccc1NC(=S)N(Cc1ccc(OC)cc1)CC1CCC(C(=O)O)CC1 (configuration not stated)	0.9	-0.9	19.4	10.0	2.6	0.3	1.2	1.9	5.5
COC(=O)C1C(c2ccccc2)C=CC(c2ccccc2)C1C(=O)O (configuration not stated)	-0.4	-2.0	-0.7	10.9	-1.6	1.4	-2.5	0.5	6.3
